Screening results as filed in PubChem BioAssay.
HSF1 inhib – HSF1 inhibitors in luciferase reporter cells, primary screen, cell-based, NIH3T3, luminescence; NIH3T3-HGL HSE-luciferase, MG132-induced, luminescence 8 h; stronger effect = lower value; activity change, negative = inhibition, % at 7.5 µM (by protocol); 300,000 compounds, 0.77% hits; AID 2098, 2009;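 active = more than half of replicate wells show activity change below -50%, luminescence cut by over half; inconclusive = some wells, but at most half, below -50%; inactive = no replicate well below -50%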;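 also: luciferase reports HSF-1 transcriptional activity via heat shock element; 0% = median of DMSO wells and -100% = zero luminescence signal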
GSK3B inh – human GSK3beta kinase inhibitors, primary screen, biochemical, cell-free homogeneous, HTS. Glycogen synthase kinase-3 beta (Homo sapiens), P49841. GST-GSK3beta kinase, ADP-Glo luminescence, 60 min; stronger effect = lower value. activity score (negative = inhibition), % at 10 µM. 300,000 compounds, 0.038% hits;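 active = more than half of replicate wells score below -50%, meaning over 50% inhibition versus plate controls; inconclusive = some replicates but at most half score below -50%; inactive = no replicate scores below -50%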;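 also: 0% = median DMSO wells and -100% = median GW8510 positive control wells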
Target sequence (P49841 whole entry, looked up): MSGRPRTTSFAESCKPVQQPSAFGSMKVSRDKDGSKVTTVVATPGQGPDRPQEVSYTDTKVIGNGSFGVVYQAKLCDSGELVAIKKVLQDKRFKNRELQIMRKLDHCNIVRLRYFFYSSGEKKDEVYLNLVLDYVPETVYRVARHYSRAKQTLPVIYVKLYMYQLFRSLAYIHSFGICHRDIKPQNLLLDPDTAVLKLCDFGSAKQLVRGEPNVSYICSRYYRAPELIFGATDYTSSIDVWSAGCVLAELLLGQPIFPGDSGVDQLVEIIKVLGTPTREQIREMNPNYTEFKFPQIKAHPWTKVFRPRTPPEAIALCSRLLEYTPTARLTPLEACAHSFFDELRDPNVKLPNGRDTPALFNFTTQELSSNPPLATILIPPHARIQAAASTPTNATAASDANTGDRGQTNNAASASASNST
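Assay system: GST-tagged human GSK3beta kinase, cell-free; Input: 1.6 ng GSK3beta; Medium: Tris/MgCl2 kinase buffer; Timing: 60 min enzyme reaction, room temperature; Signal: ADP-Glo luminescence quantifying ADP generated by kinase; Evaluation: score relative to plate controls; Benchmarks: DMSO neutral wells and GW8510 at 20 µM as positive.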
AI-2 QS modul – Vibrio harveyi AI-2 quorum sensing modulators, primary screen, JMH597 strain, luminescence/OD600 ratio; activity change, % at 7.5 µM; 300,000 compounds, 0.4% hits; AID 2094, 2009; Vibrio harveyi JMH597 AI-2 luminescence/OD600 ratio, 9 h; stronger effect = lower value; strain lacks LuxN and CqsS sensors; 0 = neutral-control median; in the data active = activity change below about -75%, passing the limit was not always enough; inconclusive = no clear call, values can overlap the other calls;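 also: luminescence divided by OD600 gain over 9 h not by final OD600 alone; inactives centre near 13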
HSF-1 act – HSF-1 activators, primary screen, NIH3T3-HGL cells, MG132 stress, luminescence, single point | NIH3T3-HGL HSF-1 luciferase reporter, 8 h; 100% = twice DMSO control signal | activation, % at 9 µM | 300,000 compounds, 1.7% hits;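 active = mean replicate activation of at least 50% with a set share of replicates each reaching 50%; inconclusive = only one of those two conditions met; inactive = mean below 50% and too few replicates reaching it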;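 also: 0% = median of the neutral control wells and 100% = twice that signal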
HSP90 inh – HSP90 inhibitors, primary screen, cell lysate, luminescence; Rabbit reticulocyte lysate, luciferase refolding luminescence, 3 h; inhibition, % at 5.6 µM; 290,000 compounds, 0.91% hits; AID 1789, 2009;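 active = inhibition above the screen-wide mean plus 3 SD, computed separately per campaign, cut at about 16% in these data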;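 also: 0% = DMSO wells and 100% = 60 µM geldanamycin wells; inhibitors lower the luminescence because luciferase stays unfolded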
aSyn 5UTR inh – MLPCN primary screen, SNCA 5' untranslated region | alpha-synuclein 5'UTR reporter, inhibitor activity | inhibition, % (tested at 7.5 µM) | 300,000 compounds, 0.82% hits | AID 1813, 2009; in the data active = inhibition above about 60%; inconclusive = no clear call, values can overlap the other calls;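 also: H4 neuroglioblastoma cells stably carrying SNCA 5'UTR luciferase fusion; 0% = DMSO wells and 100% = positive control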
IEC-6 tox – cytotoxicity in IEC-6 intestinal epithelial cells, primary screen, cytotoxicity control for KLF5 inhibitor project, cell-based, luminescence; AID 1825, 2009; inhibition, % at 5 µM; IEC-6 cytotoxicity, luminescence viability; 290,000 compounds, 0.78% hits; in the data active = inhibition above about 22%;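 also: 0% = plate median of test compound wells and 100% = cytotoxic reference compound wells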
KLF5 inh – KLF5 expression inhibitors, primary screen, DLD-1 cells, luminescence | inhibition, % at 5 µM | DLD-1 KLF5 promoter-luciferase reporter | 290,000 compounds, 0.23% hits;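 active = inhibition above a per-plate limit of that plate's mean compound inhibition plus 3 SD, cut at about 60% in these data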;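 also: 0% = DMSO wells and 100% = LY294002 at 200 µM; higher means less KLF5 promoter-driven luciferase light; inactives centre near -14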
HIF act – HIF pathway transcriptional activators, primary screen, cell-based, U2OS HRE-luciferase, luminescence; 300,000 compounds, 0.32% hits; U2OS HRE-luciferase reporter; normalized: DMSO 0%, desferrioxamine 100%; activation, % at 7.5 µM (by protocol);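 active = mean activation of at least 10% of the iron chelator positive control signal, with at least half of replicates also reaching 10%; inconclusive = mean and replicate majority disagree about reaching 10%; inactive = mean and most replicates under 10%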
GSK3 alpha inh – blockers of GSK3A enzyme activity – biochemical, luminescence, cell-free homogeneous, HTS, primary screen | 320,000 compounds, 0.1% hits | inhibition, % at 10 µM | GSK-3 alpha kinase, ADP-Glo luminescence, 60 min | Glycogen synthase kinase-3 alpha (Homo sapiens), P49840;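 in the data active = inhibition above about 50%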;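 also: GST-tagged GSK-3 alpha with peptide substrate and 25 µM ATP; 0% = DMSO neutral wells and 100% = GW8510 positive control wells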
Target sequence (P49840 whole entry, looked up): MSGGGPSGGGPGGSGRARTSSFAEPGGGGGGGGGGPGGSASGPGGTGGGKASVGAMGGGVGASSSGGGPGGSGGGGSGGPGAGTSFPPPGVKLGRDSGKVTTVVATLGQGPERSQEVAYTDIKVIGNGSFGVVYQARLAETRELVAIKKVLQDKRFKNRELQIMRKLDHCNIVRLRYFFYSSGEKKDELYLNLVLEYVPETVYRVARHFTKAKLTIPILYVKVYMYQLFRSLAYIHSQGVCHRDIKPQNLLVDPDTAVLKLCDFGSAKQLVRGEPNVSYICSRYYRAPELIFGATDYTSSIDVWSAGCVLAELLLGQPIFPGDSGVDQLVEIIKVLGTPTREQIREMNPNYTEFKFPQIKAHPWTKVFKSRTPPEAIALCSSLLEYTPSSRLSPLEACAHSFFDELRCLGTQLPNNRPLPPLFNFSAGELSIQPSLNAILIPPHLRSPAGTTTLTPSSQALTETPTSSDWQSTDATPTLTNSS
An asterisk follows results filed as active; u = inconclusive; x = not tested or not shown.

SMILES	HSF1 inhib	GSK3B inh	AI-2 QS modul	HSF-1 act	HSP90 inh	aSyn 5UTR inh	IEC-6 tox	KLF5 inh	HIF act	GSK3 alpha inh
CCOC(=O)Cc1csc(NC(=O)c2c(-c3ccccc3)noc2C)n1	-1.5	1.6	16.7	12.1	-2.6	-8.5	0.4	-5.6	0.1	-3.4
Cc1ccc(N2CCN(c3ccc(C)cc3)C2c2cccnc2)cc1	5.4	1.7	14.0	11.3	0.0	7.0	2.7	-17.7	0.4	-3.2
COc1ccc(Cn2c(=O)[nH]c3cc(C(=O)NCCCN4CCCCCC4)ccc3c2=O)cc1	-0.8	-1.8	-7.4	-3.3	1.0	-1.9	-0.1	0.2	0.4	5.8
CC(C)(C)c1ccc(Oc2ccc(N)cn2)cc1	-6.6	-3.1	17.7	-9.9	-0.4	87.0*	0.6	3.5	-4.7	-5.8
COc1ccccc1C(=O)NNC(=S)NC(=O)c1sc2ccccc2c1Cl	-4.7	-2.5	16.5	8.4	3.5	-137.9	3.1	1.8	1.3	0.4
COC(=O)N1CCc2c(sc(NC(=O)C3=COCCO3)c2C#N)C1	2.7	3.3	5.0	7.5	x	-125.6	x	x	-42.5	6.4
COc1cccc(CN(C)CC(=O)Nc2ccccc2C(=O)Nc2ccccc2)c1OC	0.2	-1.6	-2.0	9.0	0.5	22.6	-1.8	-38.6	-0.5	-1.1
CC(C)C(NC(=O)c1c(F)cccc1F)C(=O)NC1CC(C)(C)NC(C)(C)C1 (stereo not drawn)	7.5	x	x	-5.7	6.1	-4.4	5.7	-17.1	-1.6	-1.3
COc1cc(/C=C/C(=O)N2CCN(C)CC2)cc(S(=O)(=O)N2CCc3ccccc32)c1OC	1.8	0.3	17.3	2.2	-1.9	-2.3	0.1	-34.6	0.1	-0.8
Cc1ccc[n+](/C(=C\C(=C=[N-])C#N)C(=O)c2ccc(Cl)cc2)c1	-6.7	2.2	3.8	-1.6	2.1	5.1	-0.3	-1.4	1.0	3.5
Cc1cc2cc(CNC(=O)c3ccc(S(=O)(=O)N4CCOCC4)cc3)ccc2[nH]1	-3.9	0.2	12.1	2.2	x	-21.3	x	x	-0.3	-2.0
O=C(CCNc1ccc(Cc2ccncc2)cc1)c1ccc([N+](=O)[O-])cc1	6.4	1.1	22.9	17.7	0.2	6.0	3.0	-42.0	0.1	-2.4
O=C(O)CN1CCCC1=Nc1ccccc1	-5.2	0.0	17.2	9.2	-4.5	-22.3	-3.3	-4.7	0.1	-3.2
Cc1ccc(NC2=Nc3ccccc3CS2)cc1	-10.6	-1.5	34.2	5.8	26.4*	19.4	11.8	-69.8	0.3	1.8
O=C(N/N=C\c1cn[nH]c1-c1ccccc1)c1cccs1	-74.1*	0.6	24.7	-80.1	-3.1	-11.9	-8.5	-39.5	2.5	6.0
CCC(=O)Nc1ccc(Br)cn1	0.2	-1.8	14.0	-9.1	0.9	-22.9	-1.7	-1.2	0.2	-0.8
O=C(Nc1ccc(S(=O)(=O)Nc2nccs2)cc1)c1nn(-c2ccccc2)ccc1=O	-5.3	-0.3	30.0	-2.8	-3.2	1.2	-5.7	-19.7	0.3	-1.5
COc1cc(OC)c(C(=O)Nc2ccc(C(=O)c3ccccc3)cc2)cc1OC	1.6	-0.7	11.4	4.5	-5.8	-4.6	2.0	-22.4	0.5	-3.4
CCC1(c2ccccc2)NC(=O)N(Cc2cccc([N+](=O)[O-])c2)C1=O (stereo not drawn)	2.2	0.4	5.5	6.6	0.6	22.3	2.5	13.2	-1.5	-2.8
Cc1cnc(C(=O)Nc2ccc(N3CCCCC3)cc2)cn1	27.0	-1.8	11.1	24.2	-0.5	-134.8	-2.0	-106.3	4.0	-1.1
C=CCN1C(=O)C(CC(=O)Nc2ccccc2F)S/C1=N\c1nccs1 (stereo not drawn)	9.0	-1.4	10.5	-5.1	-2.5	-10.9	-7.6	-19.1	1.2	-0.9
COc1ccc(N2CC(C(=O)Nc3nnc(Cc4ccccc4)s3)CC2=O)cc1 (stereo not drawn)	-6.1	1.2	6.4	-7.8	5.5	13.8	-12.1	0.5	-0.6	-0.9
CCCNCc1cc(OCC)c(OCC(=O)Nc2ccccc2)cc1Br	9.1	-3.6	7.2	-5.0	2.0	-25.1	10.0	-25.7	0.9	-2.1
CC(Cl)C(=O)Nc1ccccc1C#N (stereo not drawn)	-2.9	3.4	5.2	-7.3	4.2	-25.6	16.1	21.6	0.0	-2.2
c1ccc(Cn2c(NCc3ccco3)nc3ccccc32)cc1	-3.5	1.4	14.5	0.2	-0.3	40.7	1.5	-16.4	0.0	0.2
CCOc1ccccc1N1CCN(S(=O)(=O)c2cccs2)CC1	6.9	-0.9	-0.1	5.1	2.6	24.4	6.5	13.6	x	-2.9
Cc1nc(CS(=O)(=O)c2ccccn2)sc1C(=O)NNC(=O)c1c(F)cccc1Cl	-1.6	-0.7	2.4	1.7	-4.3	-10.3	-4.5	4.0	-0.1	-2.1
CCC(C)[C@H]1CN=C(N)N1CCCc1cc(OC)c(OC)c(OC)c1 (stereo partly drawn)	-4.1	-4.1	9.3	3.6	x	-6.5	x	x	0.2	-2.8
C/C(=N\NC(=O)c1ccc(-c2ccccc2)cc1)C1C(=O)c2ccccc2C1=O	4.7	-4.3	0.2	-17.1	-3.4	-21.8	2.5	0.4	-0.4	-0.1
Cc1ccc(Nc2c(-c3cccnc3)nc3ccc(Br)cn23)cc1	7.0	-1.7	17.5	7.4	-0.7	-4.5	2.8	-14.9	-0.8	-2.6
C=CCc1ccccc1OCC(=O)OCCNC(=O)c1cccnc1	-8.3	4.1	23.2	5.6	0.1	-9.0	0.1	-24.2	-24.1	-4.0
CCc1ccc(N(C(=O)CNC(=O)c2ccco2)C(C(=O)NCC2CCCO2)c2ccccc2)cc1 (stereo not drawn)	5.3	1.3	13.9	1.7	-1.4	-8.4	-1.4	-4.9	-0.1	1.2
CS(=O)(=O)c1nc(S(=O)(=O)c2ccc(Cl)cc2)c(N2CCCCCC2)s1	1.8	2.9	27.5	-18.3	0.0	-1.1	7.2	-22.9	-0.1	1.2
COc1ccc(OC)c(C(O)c2nc3ccccc3n2C(C)C)c1 (stereo not drawn)	-1.1	-1.2	23.4	4.4	0.4	4.3	6.3	-17.9	-0.5	0.0
COc1ccccc1C(CNc1ncccc1[N+](=O)[O-])N(C)C (stereo not drawn)	2.2	-0.7	-10.4	-1.2	2.6	-20.9	-0.5	-8.0	-0.6	-1.0
O=C1CSC(=S)N1/N=C/c1cccc(C(F)(F)F)c1	52.2	-4.7	5.5	68.3*	9.0	3.5	-2.3	-37.1	-0.2	3.5
CC(C)N(C(=O)CN1C(=O)C(=O)c2ccccc21)c1ccccc1	-0.6	-0.1	33.4	-6.2	-0.7	15.0	-1.3	-36.2	-0.1	-1.9
Cc1cc(C)n2nc(SCc3nnc(SCc4ccccc4C)s3)nc2n1	-8.1	-1.3	40.6	-9.8	1.9	-2.8	3.9	-2.6	0.0	1.2
COc1ccc(S(=O)(=O)N2CCCOC2CNC(=O)C(=O)NCc2ccco2)cc1C (stereo not drawn)	-6.0	1.6	16.2	9.4	-1.9	19.3	-8.1	-12.1	-0.1	-19.5
O=c1[nH]c2ccccc2nc1N1CCOCC1	-1.8	-6.2	8.0	14.5	-2.7	5.9	-2.0	-19.0	0.2	5.2
COc1ccc(-n2c(Cc3cc(=O)[nH]c(=O)[nH]3)nnc2SCC(=O)Nc2ccccc2)cc1	-44.8	1.6	23.9	-53.8	-0.4	7.0	-0.5	-37.9	-0.3	1.9
COc1ccc(NC(=O)CN(C)S(=O)(=O)c2ccc3[nH]c(=O)oc3c2)cc1	6.1	-1.6	22.1	10.1	0.9	5.7	-1.0	6.9	-0.6	-1.1
COc1ccc(C(=O)NC(=S)Nc2ccc3oc(=O)ccc3c2)cc1	2.1	1.3	8.4	1.7	1.0	12.9	-2.0	-5.7	0.3	-1.1
O=C(O)CNC(=O)/C(=C\c1ccc2c(c1)OCO2)NC(=O)c1ccc(Br)cc1	2.1	-4.8	27.1	-6.3	0.3	-3.6	0.2	-24.6	-1.5	-1.8
O=C(NCC(=O)N1CCN(c2ncc(C(F)(F)F)cc2Cl)CC1)c1ccc(Br)o1	3.7	0.9	18.2	-2.1	-2.2	-12.8	-4.1	-35.5	-0.3	1.8
CC(=O)c1c(C)[nH]c(-c2ccccc2)c1C	14.1	-0.1	25.0	21.4	-4.1	-23.7	9.6	-24.1	-0.3	-2.3
COc1ccc(C2C(C(=O)Nc3cc(OC)c(OC)c(OC)c3)c3ccccc3C(=O)N2C)cc1OC (stereo not drawn)	-3.1	0.3	11.7	3.7	-0.5	22.4	-2.5	-30.4	0.4	1.5
O=c1c(CO)cc(CO)cc(CO)c1O	-0.4	0.9	1.4	-3.5	3.7	14.2	-4.8	-44.5	-0.1	0.6
CN(CC(=O)NCc1ccc(F)cc1)Cc1cccc(Cl)c1	0.2	-1.8	19.2	7.7	1.7	30.5	-1.5	0.5	-0.7	-2.0
CC(=O)c1cc(-c2nc3ccccc3n2C)n(C)c1	1.9	-3.0	18.8	-0.2	3.2	-16.0	-5.8	-11.2	-0.4	-3.1

(cont.)
SMILES	HSF1 inhib	GSK3B inh	AI-2 QS modul	HSF-1 act	HSP90 inh	aSyn 5UTR inh	IEC-6 tox	KLF5 inh	HIF act	GSK3 alpha inh
CC(NCC(=O)Nc1cc(Cl)cc(Cl)c1)c1ccccc1 (stereo not drawn)	4.4	3.7	-8.5	11.7	10.2	-2.3	2.3	-4.5	-0.4	-1.5
O=C(OCc1nnc(-c2ccc(Br)cc2)o1)c1ccco1	14.6	4.4	18.9	19.2	-2.7	-14.6	-6.0	-10.8	0.0	-4.2
Cc1cc(=O)oc2cc(OCC(=O)N3CCOCC3)ccc12	0.5	0.3	3.6	2.3	1.0	-6.9	1.7	-9.8	-36.0	x
Cc1ccc(S(=O)(=O)/N=C(\N)c2ccc(F)cc2)cc1	0.2	2.2	u	-4.7	5.0	-3.1	-0.5	-5.6	-1.8	0.3
